# Mot1-301 SUMO: inhibitors of SUMOylation pathway: yeast Mot1-301 growth rescue; growth rescue, % at 18.8 µM; AID 2716; 320,000 compounds, 1% hits; S. cerevisiae Mot1-301 growth rescue, ATP luminescence, 38.5C; percent above DMSO median, 100 means doubled;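 active means every valid replicate shows activation above 250% relative to neutral control wells; inactive means the rest, any valid replicate at or below 250%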;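 further: OY570 slx delta 5 strain wells were the positive control but not used for scaling; some compounds called inactive have numbers as strong as hits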
# PKA-R1A activ: activates the PKA-R1A holoenzyme complex. P00514+P68181. PKA-R1A dissociation, Cy5-IP20 fluorescence polarization; scaled: DMSO 0%, 113 µM cGMP 100%. activation, % at 11.4 µM. 340,000 compounds, 0.083% hits. AID 504707;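 active means percent activation above the mean of all tested compounds plus 3 SD, cut at about 19% in these data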;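 further: higher means more PKAc released from R1A so a rise in polarization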
# Arr AP2 block: blocks beta-arrestin peptide binding to AP2 adaptin. AID 504490. 340,000 compounds, 0.31% hits. inhibition, % at 10 µM. FITC-arrestin peptide / GST-AP2 beads, flow cytometry; AP2 beta2 appendage carries R879A mutation;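 active means inhibition above a set limit, near 3 SD of compounds lacking own fluorescence, cut at about 54% in these data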;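 further: plate controls were DMSO wells for no effect and 5 µM unlabelled arrestin peptide for full effect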
#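 System: GST-AP2 R879A glutathione beads; medium: PBS, Tween 20 0.05%, BSA 0.1%; reagent: fluorescein-tagged arrestin peptide at 50 nM final; schedule: pre-incubation 12 min, peptide binding 1 h, room temperature; detection: flow cytometry, FL1 (488/535 nm); read-out: inhibition as reduced fluorescein signal on beads, percent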
# PKA-R2B act: activators of human PKA-R2B complex; P22694+P31323; PKA-R2B holoenzyme dissociation, Cy5-IP20 fluorescence polarization; R2B truncated from residue 108, S112A mutant; 0% DMSO only, 100% 113 µM cGMP; activation, % at 11.4 µM; 340,000 compounds, 0.079% hits;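 active means activation above a cutoff set at the mean over all compounds plus 3 SD, cut at about 18% in these data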;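 further: higher means more holoenzyme dissociation and a rise in polarization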
# CDK5 inh: inhibitors of human CDK5/p35 kinase; Q00535+Q15078; 330,000 compounds, 0.01% hits; Recombinant CDK5/p35, ADP-Glo luminescence, 60 min; inhibition, % at 10 µM;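 active means highest replicate inhibition of at least 50% and at least 75% of replicates reaching 50%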;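 further: plate controls were DMSO neutral control for no effect and GW8510 at 10 µM for full effect; many of its hits are not listed in these tables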
# dFosB act: mouse delta FosB homodimer activation; P13346; 340,000 compounds, 0.99% hits; purified delta FosB, TAMRA-CDK5 oligo fluorescence polarization; percent of positive-control signal above neutral wells; activation, % at 25 µM;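 active means mean activation above about 17%, with every replicate also reaching it, limit read from the data, passing the limit was not always enough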;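 further: fluorescence polarization rise as delta FosB binds a TAMRA Cdk5 AP-1 oligo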
# Target sequence (P13346 whole entry, looked up): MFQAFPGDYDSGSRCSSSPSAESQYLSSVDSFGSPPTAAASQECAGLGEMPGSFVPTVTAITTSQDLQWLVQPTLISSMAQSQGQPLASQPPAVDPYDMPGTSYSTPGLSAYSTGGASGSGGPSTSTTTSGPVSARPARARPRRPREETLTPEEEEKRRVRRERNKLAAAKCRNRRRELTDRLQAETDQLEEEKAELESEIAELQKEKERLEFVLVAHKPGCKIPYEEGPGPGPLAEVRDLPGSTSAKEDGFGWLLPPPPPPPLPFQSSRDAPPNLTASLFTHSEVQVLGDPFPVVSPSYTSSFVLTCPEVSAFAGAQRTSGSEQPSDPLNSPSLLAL
# DSG3 Ab inh: inhibitors of pemphigus antibody binding to human desmoglein-3; P32926; DSG3-coupled beads, scFv-anti-DSG3-GFP binding, flow cytometry; active compounds read low; binding (percent of control), % at 10 µM; 310,000 compounds, 0.48% hits;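 active means binding more than 3 SD below its plate's average and above zero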;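 further: hits lower antibody fragment binding to DSG3; some compounds called inactive have numbers as strong as hits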
# NSD2 inh: inhibitors of human histone methyltransferase NSD2; O96028; NSD2 peptide methylation, AlphaScreen, 120 min; inhibition, % at 12.5 µM; 310,000 compounds, 0.54% hits; AID 743445; in the data active means inhibition above about 50%
# SR-BI uptake up: enhances SR-BI lipid uptake from DiI-HDL; activation, % at 12.5 µM; 320,000 compounds, 0.096% hits; AID 504775; CHO ldlA[mSR-BI] cells, DiI-HDL uptake fluorescence, 3 h; 100 = double the neutral-control signal;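 active means mean replicate activation of at least 60% and every replicate at or above 60%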;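 further: 0% = median plate neutral-control signal and 100% = twice that signal; values of inactives mirror those of a sister screen read the other way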
#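 system = CHO ldlA[mSR-BI] cells, LDL receptor-null, SR-BI overexpressing | medium = Ham's F12 with 0.5% BSA, HEPES 25 mM, pH 7.4 | probe or stimulus = DiI-HDL 10 µg/mL | compound dosing = single-point compound dose | incubation = compound exposure 3 h, 37 °C | technique = DiI fluorescence, bottom read | read-out = cell-associated DiI fluorescence as measure of HDL uptake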
# SR-BI HDL uptake: mouse SR-BI HDL lipid transfer inhibition | Q61009 | ldlA[mSR-BI] CHO cells, DiI-HDL uptake fluorescence, 3 h | inhibition, % at 12.5 µM | 320,000 compounds, 0.96% hits | AID 488896;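 active means mean replicate inhibition of at least 70% and a set share of replicates each scoring 70 or more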;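 further: 0% = median of neutral control wells and 100% = median of positive control wells; values of inactives mirror those of a sister screen read the other way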
# Target sequence (Q61009 whole entry, looked up): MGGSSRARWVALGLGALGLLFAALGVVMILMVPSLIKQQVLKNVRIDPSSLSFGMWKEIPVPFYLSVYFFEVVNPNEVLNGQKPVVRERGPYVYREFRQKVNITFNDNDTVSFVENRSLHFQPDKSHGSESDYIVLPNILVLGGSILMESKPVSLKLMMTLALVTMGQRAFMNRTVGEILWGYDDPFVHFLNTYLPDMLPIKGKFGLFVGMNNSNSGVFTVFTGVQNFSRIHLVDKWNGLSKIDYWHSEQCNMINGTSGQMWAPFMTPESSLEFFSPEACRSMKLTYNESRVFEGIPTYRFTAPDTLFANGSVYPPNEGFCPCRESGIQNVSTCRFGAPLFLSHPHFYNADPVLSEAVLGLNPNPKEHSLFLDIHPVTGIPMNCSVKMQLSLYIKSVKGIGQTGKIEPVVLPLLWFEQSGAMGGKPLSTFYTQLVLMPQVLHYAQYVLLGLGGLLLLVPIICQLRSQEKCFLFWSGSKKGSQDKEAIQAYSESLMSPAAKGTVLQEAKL
# MITF TRPM1 HTS: MITF TRPM1 promoter activation in melanoma cells | AID 588334 | activation, % at 12.5 µM | 300,000 compounds, 0.75% hits | SK-MEL-5 TRPM1-promoter luciferase, 24 h; % of positive control, neutral wells = 0;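 active means mean activation of at least 80% with every replicate also reaching 80%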;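 further: 0% = neutral control wells and 100% = parthenolide positive control wells; values of inactives mirror those of a sister screen read the other way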
# An asterisk follows results filed as active; x = no result given; & = joins results of further samples. Only part of the results is shown; count on the stated rates, not on these rows.
SMILES,Mot1-301 SUMO,PKA-R1A activ,Arr AP2 block,PKA-R2B act,CDK5 inh,dFosB act,DSG3 Ab inh,NSD2 inh,SR-BI uptake up,SR-BI HDL uptake,MITF TRPM1 HTS
Cn1c(O)c(C=Nc2ccccc2)c(=O)n(C)c1=O,-19.5,4.5,31.8,0.6,0.8,-1.2,99.2,7.2,6.4,-6.4,x
C[C@]12CCC(=O)C(O)=C1CC[C@@H]1[C@@H]2CC[C@]2(C)C(=O)CC[C@@H]12,63.0&9.7,-1.5,-1.8,-3.8,-4.8,0.9,110.5,x,-5.4,5.4,-4.0
CN1CCN(C(=O)COc2ccc(S(=O)(=O)NCc3ccccc3)cc2Cl)CC1,-3.4,-6.8,-1.8,-0.1,1.2,0.6,97.4,0.5,-34.1,34.1,3.5
O=C(CN1C(=O)CN=C(c2ccccc2)c2ccccc21)NCc1ccco1,-25.1,0.9,1.1,-1.7,1.3,-5.6,91.4,3.9,-30.0,30.0,-5.9
CO[C@@H]1C=CC23c4cc5c(cc4CO[C@]2(O)CN(C)[C@H]3C1)OCO5 (some centres undefined),-19.2,5.5,6.6,-3.1,0.6,-3.5,105.1,x,9.1,-9.1,13.1
O=C(c1ccco1)C12CN3CN(CN(C3)C1)C2,-36.1,-14.3,8.4,4.1,0.5,-2.2,101.5,-1.2,41.2,-41.2,-2.2
CN=C(SCc1cc2c(cc1Cl)OCO2)c1c(O)n(C)c(=O)n(C)c1=O,-4.4,3.7,9.7,5.3,-0.6,-3.3,108.0,3.6,-5.8,5.8,x
COc1cccc(-n2nc(C(=O)N3CCC4(CC3)OCCO4)c3ccccc3c2=O)c1,4.1,-0.5,4.5,6.9,-1.0,-10.6,113.0,x,-17.0,17.0,-7.6
Nc1cc(N2CCNCC2)ccc1[N+](=O)[O-],-4.4,-12.3,-14.8,6.0,-1.7,-3.8,99.2,3.4,33.5,-33.5,-7.6
CN1C(=O)C(C2c3ccccc3C(=O)N2Cc2ccccc2)C(=O)N(C)C1=O (centres undefined),34.4,-14.5,-5.1,-11.3,0.7,1.1,x,1.0,22.4,-22.4,3.4
Cc1ccc2c(c1)CC1(CN2C)C(=O)NC(=O)N(c2ccc(C)c(C)c2)C1=O (centres undefined),13.5,-6.0,26.2,14.8,-0.1,-4.6,115.0,1.5,-12.5,12.5,-9.7
Cc1cc(C(=O)CS(=O)c2ccc(F)cc2)cc(C)c1OC(=O)N(C)C (centres undefined),-10.0,-2.2,39.7,-11.8,-0.6,8.4,93.9,-0.7,2.9,-2.9,21.8
Cc1ccc(C(c2nnnn2Cc2ccccc2)N2CC=C(c3ccc(F)cc3)CC2)cc1 (centres undefined),2.9,-6.5,10.7,-3.0,-0.1,2.7,105.9,-3.4,-27.6,27.6,14.5
C=CCn1c(O)c(C(C)=NCCCO)c(=O)[nH]c1=O,131.6,4.7,18.1,10.9,-2.4,4.3,99.5,-3.6,3.1,-3.1,-6.3
COc1ccc2[nH]cc(CCN=C(N)N)c2c1,245.2,-11.3,10.0,0.8,0.2,1.0,97.8,-1.4,-1.4,1.4,-0.4
C/C(=N/OC(=O)N(C)C)c1ncc(C(F)(F)F)cc1N1CCOCC1,-9.1,1.9,2.2,-5.8,-0.9,0.5,98.6,1.5,1.9,-1.9,-1.1
COC(=O)C1=C(c2ccccc2)C[C@@H]2CC[C@H]1N2C(=O)NCc1cccc2ccccc12,11.9,-7.6,-3.1,-11.8,-0.9,3.8,96.8,x,-10.2,10.2,1.8
O=C(CNC(=O)OCc1ccccc1)Nc1ccc(Br)cc1C(=O)c1ccccc1Cl,0.0,-7.8,1.2,-9.8,-0.2,-7.4,x,15.2,-23.0,23.0,3.2
COc1cc(C[C@@H](C)N)c(OC)cc1I,173.4,4.9,-3.4,5.0,2.3,7.7,109.7,x,8.7,-8.7,2.8
Cc1ccc(-n2c(/C=C/c3ccccn3)nc3ccccc3c2=O)cc1,x,-0.8,8.0,4.5,-1.0,-8.1,95.9,-1.5,-9.2,9.2,-29.8
O=C(c1ccc(F)cc1)C(Cc1ccccc1)N1CCCCC1 (centres undefined),-22.7,-15.3,12.1,-10.7,2.5,2.3,96.0,-1.8,-0.8,0.8,11.0
CCCOc1ccccc1C1SCC(=O)Nc2c1c(=O)[nH]n2C(C)CCC (centres undefined),-7.8,-4.1,1.4,-5.1,0.4,-5.4,97.2,4.2,2.9,-2.9,-7.5
C=C[C@@H]1C[C@@]1(C)[C@@H](NP(=O)(c1ccccc1)c1ccccc1)c1ccccc1,118.2,-0.7,5.2,-18.9,0.4,-7.0,102.5,x,20.8,-20.8,-0.3
Cc1ccccc1N1C(=O)NC(=O)/C(=C\c2cnn(-c3ccccc3)c2)C1=O,-1.9,-7.9,-0.9,-1.7,-1.0,-1.4,76.8,8.9,25.8,-25.8,-27.0

# Fetched by structure from the list above:
SMILES,Mot1-301 SUMO,PKA-R1A activ,Arr AP2 block,PKA-R2B act,CDK5 inh,dFosB act,DSG3 Ab inh,NSD2 inh,SR-BI uptake up,SR-BI HDL uptake,MITF TRPM1 HTS
CCCOc1ccccc1C1SCC(=O)Nc2c1c(=O)[nH]n2C(C)CCC (centres undefined),-7.8,-4.1,1.4,-5.1,0.4,-5.4,97.2,4.2,2.9,-2.9,-7.5
Cc1ccc(C(c2nnnn2Cc2ccccc2)N2CC=C(c3ccc(F)cc3)CC2)cc1 (centres undefined),2.9,-6.5,10.7,-3.0,-0.1,2.7,105.9,-3.4,-27.6,27.6,14.5
CN1C(=O)C(C2c3ccccc3C(=O)N2Cc2ccccc2)C(=O)N(C)C1=O (centres undefined),34.4,-14.5,-5.1,-11.3,0.7,1.1,x,1.0,22.4,-22.4,3.4
Cc1cc(C(=O)CS(=O)c2ccc(F)cc2)cc(C)c1OC(=O)N(C)C (centres undefined),-10.0,-2.2,39.7,-11.8,-0.6,8.4,93.9,-0.7,2.9,-2.9,21.8
COc1ccc2[nH]cc(CCN=C(N)N)c2c1,245.2,-11.3,10.0,0.8,0.2,1.0,97.8,-1.4,-1.4,1.4,-0.4

# Next section.
SMILES,Mot1-301 SUMO,PKA-R1A activ,Arr AP2 block,PKA-R2B act,CDK5 inh,dFosB act,DSG3 Ab inh,NSD2 inh,SR-BI uptake up,SR-BI HDL uptake,MITF TRPM1 HTS
CCCN(CCC)[C@@H]1CCc2cccc(O)c2C1,-7.4,-10.8,-4.2,-2.0,-0.8,-5.4,x,x,-4.4,4.4,9.2
c1ccc(CCNCc2ccccc2)cc1,-15.5,-7.8,34.8,-0.6,-0.2,6.6,x,3.4,8.0,-8.0,0.1
C[C@]12CC[C@@H](O)CC1=CCC1C2CC[C@@]2(C)C1C[C@@H](F)[C@H]2O (some centres undefined),x,-3.3,1.2,-3.6,2.5,-0.9,115.9,-3.2,x,x,1.8
Cc1ccc(CN2CCCC(C(=O)c3cccc(C(F)(F)F)c3)C2)o1 (centres undefined),10.2,3.2,8.7,-3.3,-0.4,-0.7,100.5,2.9,11.4,-11.4,5.6
[O-][n+]1onc2c1CCC1N(O)CCC21O (centres undefined),-11.2,-3.9,-6.6,5.8,-0.6,-1.9,99.0,-2.5,41.0,-41.0,-2.3
O=c1[nH]c(Cl)ccc1CN1CCOCC1,-14.1,0.7,-14.8,2.5,0.1,-2.2,103.7,x,25.9,-25.9,0.0
CCN(CC)CCOC(=O)c1ccc(N=Cc2c(O)[nH]c(=O)[nH]c2=O)cc1,207.0,-1.2,-1.5,-7.4,-0.1,3.5,102.0,15.6,19.9,-19.9,2.7
CCOC(=O)c1c(C=O)c2ccccc2n1Cc1ccccc1,25.3,2.1,29.2,-6.5,-0.6,-0.9,104.1,-2.6,-24.7,24.7,20.8
CCCCn1c(O)c(/C=C2/C=CC=N2)c(=O)[nH]c1=O,-10.7,-9.0,3.1,-6.0,2.2,0.2,98.9,2.9,27.7,-27.7,x
O=P(NS(=O)(=O)c1ccc(Cl)cc1)(Oc1ccccc1)Oc1ccccc1,-16.8,-8.6,-3.3,-10.1,-4.5,-7.6,107.5,-2.8,25.1,-25.1,3.1
COc1ccccc1CCNC1CCC(C)CC1 (centres undefined),18.8,-5.1,2.5,-11.8,1.4,-3.9,x,0.1,14.2,-14.2,7.7
CC1(C)N(O)C2CCCCC2N1O (centres undefined),-5.5,1.2,-4.4,6.0,0.8,-4.1,x,-0.5,-0.3,0.3,-4.1
Cc1cc2oc(=O)cc(-c3cc4ccccc4o3)c2cc1OC(=O)N(C)C,-5.8,1.7,8.0,-0.4,0.1,-4.5,98.3,2.9,-8.7,8.7,2.6
CN1CCN(c2ccc(S(=O)(=O)C(F)(F)F)cc2[N+](=O)[O-])CC1,14.8,-15.5,-5.6,7.1,0.7,5.5,85.1,1.9,34.0,-34.0,1.4
CC(=NCCO)c1c(O)n(C2CCCCC2)c(=O)[nH]c1=O,-13.9,3.4,6.6,4.5,3.7,-8.0,102.0,-1.5,-6.1,6.1,-2.5
COC[C@H]1OC(=O)c2coc3c2[C@@]1(C)C1=C(C3=O)[C@@H]2CCC(=O)[C@@]2(C)C[C@H]1OC(C)=O,x,-12.0,-2.8,-16.3,1.6,-2.4,114.0,10.6,4.1,-4.1,x
COC(=O)C1=C(C(=O)OC)C2OC1c1cc3ccccc3cc12,x,9.6,20.0,-17.0,7.4,-4.7,90.9,-3.6,3.9,-3.9,-112.0
COc1cc2c(cc1OC)-c1c(OC)c(OC)cc3c1C(C2)N(C)CC3 (centres undefined),-12.9,1.1,3.7,-4.3,-1.0,-7.5,99.3,x,-76.5,76.5*,1.2
O=C(Cc1ccccc1)OCCN1CCCCC1,-13.2,8.8,5.7,2.9,-0.5,-0.3,104.3,-6.6,-1.6,1.6,-4.8
Fc1cccc(CN2CCN(c3ccc(Cl)cc3)CC2)c1,143.4,-7.2,4.8,-0.5,-2.1,1.4,99.9,-0.5,21.1,-21.1,9.8
CNC(=O)Nc1ccc(C(O)(C(=O)OC)C(F)(F)F)cc1 (centres undefined),-4.6,-3.6,-1.6,5.1,-0.2,-6.7,x,-1.7,-0.3,0.3,0.8
CC1(c2ccccc2)NCCN2C(=O)CSC21 (centres undefined),-7.9,-1.8,3.5,-1.0,0.3,-2.8,97.8,-3.3,26.7,-26.8,-2.7

# Assay outcomes: PubChem, several laboratories
